Source: PubChem BioAssay
EWS-Fli block = EWS/Fli transcriptional activity inhibition | inhibition, % at 12.6 µM | hit rate 0.67% among 350,000 | A673 NR0B1-luciferase reporter, viability-normalised;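 active = mean inhibition of at least 50% after viability correction, with every replicate also passing that limit; inconclusive = mean reaches 50% but only one of two replicates passes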;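 note: firefly luciferase signal divided by Alamar Blue viability fluorescence both relative to DMSO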
LGR2 inh = blocks bursicon-induced cAMP signaling via Drosophila LGR2; HEK293 LGR2, CRE-luciferase, bursicon-stimulated, 4 h; inhibition, % at 9.99 µM; hit rate 0.35% among 380,000;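 active = drop in luminescence signal, shown as inhibition above about 50% in the replicate tests, limit read from the data, passing the limit was not always enough; inconclusive = probably only some replicates passing the limit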;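 note: agonist challenge used bursicon conditioned medium at about half maximal strength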
ARNT-TACC3 inh = ARNT/TACC3 interaction disruption; inhibition, % at 9.99 µM; hit rate 0.66% among 390,000; AlphaScreen His-ARNT PAS-B/GST-TACC3 binding, luminescence; TACC3 fragment carries E629A point mutation; Q9Y6A5; AID 623870;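 active = mean inhibition of replicates at least 50% and at least half of replicates each reaching 50%; inconclusive = half or more replicates reach 50% but mean below 50%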;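 note: 0% = complete ARNT plus TACC3 wells and 100% = ARNT alone without TACC3; many hits fall short of the cut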
CASP6 VEID inh = blocks human caspase-6 cleavage activity. inhibition, % at 12.5 µM. hit rate 0.53% among 350,000. P55212. purified caspase-6, Z-VEID-R110 cleavage fluorescence;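 active = mean inhibition across replicates at least about 35%, with every replicate also reaching that limit, limit read from the data; inconclusive = only one of the two criteria met; inactive = neither criterion met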;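 note: 0% = median of neutral control wells and 100% = no fluorescence left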
Target sequence (P55212 24-179 limits assumed): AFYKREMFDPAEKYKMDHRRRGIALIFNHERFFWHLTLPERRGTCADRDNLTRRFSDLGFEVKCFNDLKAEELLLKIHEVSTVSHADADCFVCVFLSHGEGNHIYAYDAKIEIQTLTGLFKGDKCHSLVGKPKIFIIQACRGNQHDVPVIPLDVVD
Target sequence (P55212 194-293 limits assumed): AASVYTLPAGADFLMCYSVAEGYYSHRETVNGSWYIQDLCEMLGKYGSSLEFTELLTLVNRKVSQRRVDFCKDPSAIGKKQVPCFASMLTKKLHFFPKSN
DENV2 CPE rescue = inhibitors of DENV2 cytopathic effect. DENV2-infected cells, cytopathic effect rescue, plate reader. CPE inhibition, % at 9.99 µM. hit rate 1.7% among 350,000. AID 651640; in the data active = CPE inhibition above about 20%, passing the limit was not always enough; inconclusive = no clear call, values can overlap the other calls; tested in BHK-21 cells;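 note: 0% = median of neutral control wells and 100% = median of positive control wells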
PAX8 reporter = inhibitors of PAX8 transcriptional activity in RMG-I cells; RMG-I TPO-luciferase reporter, SteadyGlo, 24 h; inhibition, % at 12.6 µM; hit rate 1.2% among 360,000;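 active = mean replicate inhibition at least 60% with every replicate also reaching 60%; inconclusive = only one of the two criteria is met; inactive = mean below 60% and not all replicates reaching 60%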;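 note: luciferase light reporting Pax8 driven TPO promoter activity; plate controls were median of neutral control wells for no effect and mitoxantrone controls for full effect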
SIRT5 inh = blocks human SIRT5 desuccinylation of peptide; inhibition, % at 15 µM; hit rate 1.1% among 330,000; Q9NXA8; AID 652115; Purified SirT5, succinyl-peptide AMC, trypsin-coupled fluorescence; in the data active = inhibition above about 15%; inconclusive = no clear call, values can overlap the other calls
Target sequence (Q9NXA8 whole entry, looked up): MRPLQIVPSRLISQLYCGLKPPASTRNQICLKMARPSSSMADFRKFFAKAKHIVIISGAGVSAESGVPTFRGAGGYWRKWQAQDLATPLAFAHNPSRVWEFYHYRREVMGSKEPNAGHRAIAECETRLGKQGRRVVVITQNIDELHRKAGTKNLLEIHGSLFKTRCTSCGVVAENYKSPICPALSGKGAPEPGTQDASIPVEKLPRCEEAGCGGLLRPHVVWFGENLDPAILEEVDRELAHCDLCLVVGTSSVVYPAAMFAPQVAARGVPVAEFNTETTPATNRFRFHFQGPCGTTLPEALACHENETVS
An asterisk follows results filed as active; ? = inconclusive; . = no result given.

Molecule,LGR2 inh,ARNT-TACC3 inh,PAX8 reporter,EWS-Fli block,DENV2 CPE rescue,CASP6 VEID inh,SIRT5 inh
C[C@H](CO)N1C[C@H](C)[C@@H](CN(C)S(=O)(=O)c2ccsc2)OCc2ccccc2-c2ccccc2C1=O,-16,15,-3,3,8,1,-1
COc1ccc(/C=C(/NC(=O)c2ccc([N+](=O)[O-])cc2)C(=O)NC(C)(C)C)cc1,0,-9,9,4,7,4,-2
COc1ccc(NC(=O)COC(=O)c2ccc(-n3nc(C)cc3C)cc2)cc1OC,7,-13,-3,-5,1,-1,-16
Cc1cccc(S(=O)(=O)Nc2ccc3c(c2)OCCO3)c1,15,-4,5,-5,11,-1,-4
O=C(CNS(=O)(=O)c1ccccc1)OCC(=O)c1ccc(F)cc1,4,2,11,-1,3,2,0
Cc1ccc(NC(=S)NC(=O)/C=C/c2ccco2)c(O)c1,-5,3,-10,3,0,43*,12
COC(=O)c1cc(S(=O)(=O)Nc2cccc(C)c2C)cn1C,-2,-21,7,-8,3,1,.
O=C(NCCCn1ccnc1)/C(=C/c1ccco1)NC(=O)c1cccs1,23,11,7,2,1,-20,0
CCN(C(=O)COC(=O)/C=C/c1ccc(O)c(OC)c1)C1CCS(=O)(=O)C1 (stereo not given),-2,2,1,2,2,2,6
COc1ccccc1-c1cnc2c(c1)C(=O)N([C@@H](C)CO)C[C@@H](C)[C@H](CN(C)C(=O)c1ccncc1)O2,4,-9,.,-22,0,0,-1
Cc1ccccc1NC(=O)NCCc1c[nH]c2ccccc12,-4,6,-3,-8,-4,1,-7
CCCC(C)C(=O)Nc1cc(S(=O)(=O)N2CCCCC2)ccc1N1CCOCC1 (stereo not given),21,-5,-5,7,-8,2,-5
COCCN(C(=O)C(C)C)c1nnc(-c2cccc(C)c2)s1,.,-8,-6,.,.,0,-6
CCCN(C(=O)C1CCCN(c2ncnc3c2nc2n3CCCCC2)C1)c1ccccc1C (stereo not given),0,.,20,-4,0,-2,-1
CCCCN(C(=O)c1ccc(C#N)cc1)c1c(N)n(CCC)c(=O)[nH]c1=O,-18,4,-14,8,-1,3,.
Cc1nc(S(=O)(=O)NC2CCN(Cc3ccc(OCCO)cc3)CC2)cn1C,.,.,-6,-10,-6,-15,3
CC(=O)c1c(C)[nH]c(C(=O)OCc2ccc([N+](=O)[O-])cc2)c1C,-53,-7,-38,-29,-6,-2,-3
CC(C)[Si]1(C(C)C)OCC2OC(n3cnc4c(N)ncnc43)C(N)C2O[Si](C(C)C)(C(C)C)O1 (stereo not given),.,-7,11,-3,-2,2,.
C[C@@H]1CCCCO[C@H](CN(C)Cc2ccccc2)[C@H](C)CN([C@@H](C)CO)C(=O)c2cc(NS(=O)(=O)c3ccc(Cl)cc3)ccc2O1,18,8,41,-5,-17,0,10
C[C@H]1CN([C@@H](C)CO)C(=O)c2cc(NC(=O)Nc3cccc4ccccc34)ccc2O[C@@H]1CN(C)C(=O)Nc1cccc2ccccc12,-6,-14,15,-1,1,1,0
Cc1ccc(F)c(S(=O)(=O)NC(=O)C2(C)CCN2C(=O)Cc2ccc(C(C)(C)C)cc2)c1 (stereo not given),-1,.,-13,-3,5,2,-4
CC(=O)c1ccc2oc3ccccc3c(=O)c2c1,-51,.,-96,-83,2,-1,-4
O=C(C[C@H]1CC[C@@H](NC(=O)CN2CCOCC2)[C@@H](CO)O1)NCc1cccc(F)c1,21,2,6,-1,-1,8,1
O=C(NNC(=O)c1cc2c(s1)CCCC2)c1ccccc1,-53,-2,-87,-67,.,-2,-1
O=C(NCc1n[nH]c(=S)n1-c1ccc(Cl)c(Cl)c1)c1ccc(S(=O)(=O)N2CCOCC2)cc1,4,.,-2,-7,6,6,-3

Compounds listed so far that have a furan ring, fused or not:
Molecule,LGR2 inh,ARNT-TACC3 inh,PAX8 reporter,EWS-Fli block,DENV2 CPE rescue,CASP6 VEID inh,SIRT5 inh
Cc1ccc(NC(=S)NC(=O)/C=C/c2ccco2)c(O)c1,-5,3,-10,3,0,43*,12
O=C(NCCCn1ccnc1)/C(=C/c1ccco1)NC(=O)c1cccs1,23,11,7,2,1,-20,0

Continued.
Molecule,LGR2 inh,ARNT-TACC3 inh,PAX8 reporter,EWS-Fli block,DENV2 CPE rescue,CASP6 VEID inh,SIRT5 inh
CC1(CSc2ccccc2)CC(=O)N1 (stereo not given),14,.,9,9,-5,1,2
COc1ccc(NC(=O)c2cccnc2)cc1,-1,21,-9,-33,-2,-1,-3
Cn1c(SCc2cccc(Br)c2)nnc1-c1ccncc1,-5,-9,-2,10,-3,1,1
CN(C)C(=O)C[C@@H]1C=C[C@@H](NC(=O)Nc2cccc(F)c2)[C@@H](CO)O1,9,-12,-7,1,5,-2,11
O=C(C[C@@H]1C=C[C@H](NC(=O)NC2CCCCC2)[C@@H](CO)O1)NCc1ccc(Cl)cc1,-13,-12,15,3,-2,0,1
O=C(CSc1ccc2nnc(-c3ccccc3)n2n1)NCc1ccc2c(c1)OCO2,2,-6,2,-3,0,-1,0
CCOCCCNC(=O)c1ccc(NC(=O)C2=CSCCO2)cc1,1,0,-121,.,4,-4,0
Cc1ccc(-c2nn3c(-c4ccccc4)nnc3o2)cc1,-32,.,-12,-32,-3,-4,.
O=C(c1cc2ccccc2cc1OCC(O)CN1CCCCC1)N1CCCCC1 (stereo not given),.,-2,-15,10,-3,-12,-3
COCCNC(=O)c1cccc(Nc2nc(-c3ccccc3)c3cc(Cl)ccc3n2)c1,9,2,7,8,11,0,0
COc1ccc(S(=O)(=O)Nc2ccc3c(c2)CC(=O)N([C@@H](C)CO)C[C@H](C)[C@@H](CN(C)Cc2ccncc2)O3)cc1,13,-14,6,0,4,0,1
CC1CCc2c(sc3ncnc(NCc4cccnc4)c23)C1 (stereo not given),-14,-6,-4,11,?,-2,-1
O=S(=O)(NCCc1ccccn1)c1cc(Cl)cc(Cl)c1O,15,-2,-4,1,-6,10,11
C[C@@H]1CN([C@@H](C)CO)C(=O)c2cccc(N(C)C)c2O[C@H]1CN(C)S(=O)(=O)c1cccs1,11,-4,8,14,-7,3,-3
CCC(CC)c1nnc(NC(=O)CCc2ccccc2OC)s1,9,-6,-19,-7,-3,-5,-2
O=C(c1cc(S(=O)(=O)N2CCOCC2)ccc1F)N(CCc1ccccc1)Cc1ccccc1,-4,-1,-6,16,?,0,1
CN(Cc1cn(C)nc1-c1cccc(Cl)c1)CC1CCCCO1 (stereo not given),-19,-3,20,-4,-2,1,-1
COc1ccc2c3c([nH]c2c1)[C@H](CO)N(C(=O)C1CCOCC1)CC31CN(S(C)(=O)=O)C1,-6,.,2,-9,-2,1,4
CCCC1=Nc2cc(C(=O)NCc3ccco3)ccc2Sc2ccccc21,-18,1,26,.,.,.,.
COc1cc(OC)cc(C(=O)O/N=C(\N)c2cccc(C)c2)c1,-40,-17,-120,-7,-3,1,-5
CCCNC(=O)N(C)C[C@@H]1[C@@H](c2ccccc2)[C@H](CO)N1C(=O)c1ccccc1,-1,-7,-2,2,5,-4,4
CCCn1nc(Oc2nc(N(C)C)nc(N(C)C)n2)ccc1=O,-176,-1,12,-2,.,16,19*
COc1ccccc1-c1cnc2c(c1)C(=O)N([C@@H](C)CO)C[C@H](C)[C@H](CN(C)C(=O)c1ccccc1)O2,16,9,-7,-22,-2,.,.
CCC(=O)Nc1ccc(NC(=O)CCc2ccccc2)cn1,1,-4,-26,0,-6,-5,.
O=C(COC(=O)c1cc([N+](=O)[O-])ccc1NCCO)Nc1cccc(S(=O)(=O)N2CCCC2)c1,8,2,13,13,0,-1,-3
COCCCN1C(=O)N(c2ccc(F)cc2)C(=O)C1CC(=O)Nc1ccc(OC)cc1 (stereo not given),2,-7,24,-11,1,-1,-2
CCC(=O)N1C[C@@H](C)[C@H](OC)CN(C)C(=O)c2ccc(NC(=O)C3CC3)cc2OC[C@@H]1C,4,-9,5,-5,2,3,-8
Cc1ccc(NC(=O)Nc2nnc([C@@H]3C[C@H](O)[C@@H](CO)O3)s2)cc1,-15,.,-24,-15,19,0,0
O=C(CN1C(=O)NC2(CCCC2)C1=O)Nc1cc(S(=O)(=O)N2CCOCC2)ccc1OCC(F)(F)F,0,-1,-9,.,?,2,-1
CCC(=O)N(C)C[C@H]1Oc2cc(-c3ccc(C)cc3)ccc2S(=O)(=O)N([C@H](C)CO)C[C@H]1C,-3,-1,.,-3,-13,3,-5
CO[C@H]1CN(C)C(=O)c2cc(NC(=O)c3ccccc3)ccc2OC[C@@H](C)N(C)C[C@H]1C,-17,-10,.,0,4,-2,1
CC(=O)Nc1ccc(S(=O)(=O)N(C)CC(=O)OCC(=O)N(C)C2CCS(=O)(=O)C2)cc1 (stereo not given),9,32,-7,-3,-1,-3,-2
O=C(N1CCCCC1)N1CCC(c2nc3ccccc3[nH]2)CC1,-4,-8,3,-6,6,-6,-3
COc1ccc(NC(=O)N(C)C[C@@H]2Oc3ncc(C#CCN(C)C)cc3C(=O)N([C@H](C)CO)C[C@H]2C)cc1,-21,-17,-1,-13,1,-1,-4
O=C(c1ccc2c3c(cccc13)CC2)C1CCCN(C(=O)c2cccnc2)C1 (stereo not given),-16,0,-2,4,6,3,-12
CCOc1ccc(-c2nc(C)sc2CC(=O)O)cc1,-10,-36,.,7,3,2,9
CC1CC(C)CN(c2ncnc3c2cnn3C)C1 (stereo not given),8,-3,11,2,-2,1,2
CC(=O)Nc1ccc(SC[C@H](Cc2ccccc2)N2CC[C@@H](C)CCC2=O)cc1,20,0,0,-4,-20,2,-5
O=c1[nH]nc(-c2cc(-c3ccccc3)nc3ccccc23)o1,-15,.,-22,-6,?,-1,-5
CC(C)C[C@@H](C(=O)NC1CC1)N1C(=O)N2CCc3c([nH]c4ccccc34)[C@@]2(C)C1=O,9,0,.,14,13,3,1
Cn1nnnc1Sc1ncnc2scc(-c3ccsc3)c12,74*,-12,98*,22,15,0,.
CN(C)c1ccc(NC(=O)CSc2nc(N)c(C(=O)Nc3ccc(N(C)C)cc3)s2)cc1,-20,.,4,.,.,-2,2
CC(C)Nc1nc(NCCO)nc2ccccc12,-6,.,-8,0,-2,0,-4
O=C(NCCCn1ccnc1)C(=O)NCC1OCCN1S(=O)(=O)c1cc(F)ccc1F (stereo not given),0,60*,12,0,-1,-45,.
CCCCN(C(C)=O)c1ccc(S(=O)(=O)NC2=NCCCCC2)cc1NC(C)=O,20,-6,8,-4,9,4,-3
CCc1ccccc1S(=O)(=O)Cc1ccc(C(=O)NC(C)C)o1,-21,-5,-12,-5,.,2,.
CN(C)Cc1nc2ccccc2c(=O)n1Cc1nc(-c2cccc([N+](=O)[O-])c2)cs1,-2,7,8,-13,.,-4,2
COc1ccccc1C#Cc1ccc([C@H]2[C@@H](CO)N3CCCCN(C(=O)C4CCC4)C[C@H]23)cc1,19,9,22,11,-26,.,-1
Cc1noc(C)c1NC(=O)N(C)C[C@@H]1Oc2ccc(NS(=O)(=O)c3ccc(Cl)cc3)cc2CC(=O)N([C@H](C)CO)C[C@H]1C,19,-2,-32,2,19,2,-2
CCOC(=O)c1sc(=NC(=O)c2ccc(OC(C)C)cc2)n(C)c1C,6,-3,0,18,8,5,-3
CCN(CC)S(=O)(=O)c1ccc(C)c(NC(=S)NC2CCCCC2)c1,4,-2,-31,4,10,-4,-3
CCOC(=O)N1CCC(NC(=O)c2cnc3n(c2=O)CCS3)CC1,1,-3,8,-3,5,-2,15
COc1cccc(NC(=O)Nc2ccc3c(c2)C(=O)N(C)[C@H]2CC[C@@H](CC(=O)O)O[C@@H]2CO3)c1,-7,5,-15,1,4,.,.

3 structures from above, arranged by SMILES length, descending:
Molecule,LGR2 inh,ARNT-TACC3 inh,PAX8 reporter,EWS-Fli block,DENV2 CPE rescue,CASP6 VEID inh,SIRT5 inh
CCC(=O)N(C)C[C@H]1Oc2cc(-c3ccc(C)cc3)ccc2S(=O)(=O)N([C@H](C)CO)C[C@H]1C,-3,-1,.,-3,-13,3,-5
O=C(C[C@H]1CC[C@@H](NC(=O)CN2CCOCC2)[C@@H](CO)O1)NCc1cccc(F)c1,21,2,6,-1,-1,8,1
COc1ccc(NC(=O)COC(=O)c2ccc(-n3nc(C)cc3C)cc2)cc1OC,7,-13,-3,-5,1,-1,-16
